Bioassay records (PubChem)
GPR151 ag – activators of human GPR151, primary screen, cell-based, PathHunter beta-arrestin, luminescence | G-protein coupled receptor 151 (Homo sapiens), Q8TDV0 | PathHunter beta-arrestin GPR151 cells | activation, % at 11.2 µM | 650,000 compounds, 1% hits | AID 1508602, 2020; in the data active = activation above about 4.9%;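 note: 0% = median of compound wells and 100% = cells with positive control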
Target sequence (Q8TDV0 whole entry, looked up): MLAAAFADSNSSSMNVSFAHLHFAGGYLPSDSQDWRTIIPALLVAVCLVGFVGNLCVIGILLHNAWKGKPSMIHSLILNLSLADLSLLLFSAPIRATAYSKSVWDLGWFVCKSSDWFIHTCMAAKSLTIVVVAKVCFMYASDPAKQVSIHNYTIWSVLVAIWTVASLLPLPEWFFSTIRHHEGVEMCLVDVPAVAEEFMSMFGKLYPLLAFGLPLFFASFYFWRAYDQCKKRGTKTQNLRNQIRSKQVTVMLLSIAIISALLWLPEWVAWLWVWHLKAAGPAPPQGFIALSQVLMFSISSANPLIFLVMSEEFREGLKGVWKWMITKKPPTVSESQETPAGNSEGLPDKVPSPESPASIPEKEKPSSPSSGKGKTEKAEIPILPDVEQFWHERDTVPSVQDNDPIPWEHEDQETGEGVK
FBW7 activator – FBW7 E3 ligase activators, primary screen, biochemical, AlphaScreen, human. F-box/WD repeat-containing protein 7 (Homo sapiens), Q969H0. AID 1259310, 2017. 650,000 compounds, 0.13% hits. AlphaScreen FBW7–phospho-cyclin E peptide binding, activator screen. normalized activity (activation), % at 26.1 µM; in the data active = normalized activity above about 1.9%;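 note: purified mutant Fbw7 with reduced substrate affinity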
MITF inh – MITF inhibitors, primary screen, biochemical, AlphaScreen, human; Microphthalmia-associated transcription factor (Homo sapiens), O75030; AlphaScreen MITF homodimerization, bead proximity signal; inhibition, % at 2.6 µM; 650,000 compounds, 0.91% hits; AID 1259374, 2018; in the data active = inhibition above about 50%;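 note: 0% = vehicle wells with protein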
Target sequence (O75030 whole entry, looked up): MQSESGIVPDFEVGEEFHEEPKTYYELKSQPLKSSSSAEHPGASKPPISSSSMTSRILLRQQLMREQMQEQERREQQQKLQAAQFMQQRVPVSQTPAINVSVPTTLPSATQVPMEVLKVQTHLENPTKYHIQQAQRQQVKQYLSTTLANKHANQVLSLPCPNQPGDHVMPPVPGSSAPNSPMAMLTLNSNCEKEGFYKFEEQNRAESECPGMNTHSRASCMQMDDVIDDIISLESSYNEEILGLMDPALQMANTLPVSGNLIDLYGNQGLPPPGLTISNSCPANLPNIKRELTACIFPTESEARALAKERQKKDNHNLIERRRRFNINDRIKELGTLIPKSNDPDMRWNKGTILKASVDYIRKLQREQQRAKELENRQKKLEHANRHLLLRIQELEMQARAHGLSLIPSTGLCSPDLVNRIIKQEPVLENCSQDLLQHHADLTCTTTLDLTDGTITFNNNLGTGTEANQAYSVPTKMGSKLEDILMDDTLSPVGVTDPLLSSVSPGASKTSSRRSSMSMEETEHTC
TEAD-YAP inh – TEAD-YAP interaction inhibition, primary screen, TEAD-YAP interaction inhibitor project, luminescence, HEK-TIYL cells; TEAD-Gal4/YAP UAS-luciferase luminescence; inhibition, % at 9.12 µM; 640,000 compounds, 1.4% hits; AID 1259422, 2018; in the data active = inhibition above about 32%;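 note: 0% = median of test compound wells and 100% = reference inhibitor wells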
Active calls of the source: *; & = joins results of further samples.

CC(=O)c1cccc(NC(=O)CSc2nnc(-c3ccc(C)cc3)n2C)c1 was read as GPR151 ag -1.0, FBW7 activator 0.0, MITF inh -9 and TEAD-YAP inh 10.
`CCOCCCNC(=S)N1CCC(NC(=O)Nc2ccc(F)cc2)CC1` gave GPR151 ag 3.9, FBW7 activator 0.0, MITF inh 8 and TEAD-YAP inh 7.
CCOC(=O)N1CCc2c(sc(NCc3cccc(F)c3)c2C(=O)Nc2ccccc2OCC)C1 was read as GPR151 ag -0.5, FBW7 activator 0.3, MITF inh 2 and TEAD-YAP inh 6.
CCOC(=O)c1c(N2C(N)=C(C#N)C(c3cccnc3)C3=C2CCCC3=O)sc2c1CCCC2 (stereo not given) was read as GPR151 ag -1.1, FBW7 activator 0.0, MITF inh -5 and TEAD-YAP inh 1.
For COc1ccc(-n2c(/C=C/c3cccc4ccccc34)nc3ccccc3c2=O)cc1OC the results were GPR151 ag 0.8, FBW7 activator 0.0, MITF inh 4 and TEAD-YAP inh 3.
Screening COc1ccc(C2=NN(C(C)=O)c3nc4c(c(=O)n(C)c(=O)n4C)n3C2)cc1 returned GPR151 ag 0.9, FBW7 activator 0.1, MITF inh 2 and TEAD-YAP inh 10.
`O=C(Nc1cccc(-n2cnnn2)c1)C1CCCN(Cc2cc3ccccc3o2)C1` (stereo not given) gave GPR151 ag 0.1, FBW7 activator -0.1, MITF inh 3 and TEAD-YAP inh 41*.
Cc1ccc(-c2cc(C(=O)Nc3nnc(-c4ccncc4)s3)c3ccccc3n2)o1 was read as GPR151 ag 0.2, FBW7 activator -0.1, MITF inh 17 and TEAD-YAP inh -31.
Screening O=C(Nc1ccccc1)c1cc(S(=O)(=O)Nc2ccc(Cl)cc2)c(Cl)cc1Cl returned GPR151 ag 0.1, FBW7 activator -0.1, MITF inh -15 and TEAD-YAP inh 4.
`C=CCn1c(SCC(=C)C)nc2sc3c(c2c1=O)CC(C)(C)OC3` gave GPR151 ag -1.3, FBW7 activator -0.1, MITF inh 20 and TEAD-YAP inh 3.
Screening CCCCCCOc1cccc(N2C(=O)C3C4C=CC(C4)C3C2=O)c1 (stereo not given) returned GPR151 ag 0.4, FBW7 activator -0.1, MITF inh -4 and TEAD-YAP inh 0.
`Cc1ccc(F)cc1NC(=O)c1sc2ncn(Cc3ccccc3F)c(=O)c2c1C` gave GPR151 ag -1.4, FBW7 activator 0.4, MITF inh 11 and TEAD-YAP inh 0.
COc1nc2c(c(=O)n(C)c(=O)n2C)n1Cc1ccc(Cl)cc1Cl was read as GPR151 ag -1.1, FBW7 activator -0.1, MITF inh -6 and TEAD-YAP inh 1.
Cc1cccc(NC(=O)CSC2=NS(=O)(=O)c3ccccc32)c1C was read as GPR151 ag -0.9, FBW7 activator 0.6, MITF inh -8 and TEAD-YAP inh 8.
NC(N)=Nc1nc(C2COc3ccccc3O2)cs1 (stereo not given) was read as GPR151 ag -0.2, FBW7 activator -0.2, MITF inh 3 and TEAD-YAP inh -69.
Screening CCCC1(C(=O)OC)NC(c2cccc(F)c2)C2C(=O)N(CC)C(=O)C21 (stereo not given) returned GPR151 ag -0.7, FBW7 activator 0.9, MITF inh 18 and TEAD-YAP inh 0.
For Cc1ccc(C(=O)Nc2cccc(C#N)c2)c(Cl)c1 the results were GPR151 ag -0.9, FBW7 activator 0.9, MITF inh 9 and TEAD-YAP inh -59.
COc1ccc(OC)c(/C=C2/SC(N3CCCC3)=NC2=O)c1 was read as GPR151 ag -0.8, FBW7 activator -0.2, MITF inh 4 and TEAD-YAP inh -8.
For CCc1ccc(C(Nc2ccccn2)c2ccc3ccc(C)nc3c2O)cc1 (stereo not given) the results were GPR151 ag 3.0, FBW7 activator 0.1, MITF inh 22 and TEAD-YAP inh 23.
For Cc1cc2oc(C(=O)Nc3ccc(S(N)(=O)=O)cc3)c(C)c2cc1C the results were GPR151 ag 0.0, FBW7 activator -0.1, MITF inh 3 and TEAD-YAP inh 5.
CCOC(=O)C1=NNC2C(=O)N(c3c(Cl)cccc3Cl)C(=O)C12 (stereo not given) was read as GPR151 ag 1.7, FBW7 activator 0.1, MITF inh 5 and TEAD-YAP inh 9.
For C=CCn1c(=O)sc2cc(Br)ccc21 the results were GPR151 ag 2.9, FBW7 activator 0.0, MITF inh -3 and TEAD-YAP inh -1.
`CCN(CC)C(=O)c1cccc([N+](=O)[O-])c1` gave GPR151 ag -0.8, FBW7 activator -0.2, MITF inh 7 and TEAD-YAP inh -4.
`O=C(NCCC1=CCCCC1)c1cc(Cl)ccc1[N+](=O)[O-]` gave GPR151 ag 3.6, FBW7 activator -0.6, MITF inh -7 and TEAD-YAP inh 2.
CCOC(=O)CSc1nc2sc(C(=O)N3CCCC3)c(C)c2c(=O)n1CCc1ccccc1 was read as GPR151 ag -1.6, FBW7 activator 0.3, MITF inh 14 and TEAD-YAP inh -8.
For COc1ccc(/C=C2\SC(=Nc3ccccc3Cl)NC2=O)c2ccccc12 the results were GPR151 ag 2.4, FBW7 activator 0.0, MITF inh 7 and TEAD-YAP inh 8.
`O=S(=O)(c1ccc(N2CCC(CNc3ncccn3)CC2)cc1)N1CCOCC1` gave GPR151 ag 1.0, FBW7 activator 0.5, MITF inh 9 and TEAD-YAP inh 0.
For COc1ccccc1CNc1ncnc2c1cnn2-c1ccc(Cl)cc1 the results were GPR151 ag 1.3, FBW7 activator 0.1, MITF inh -8 and TEAD-YAP inh -4.
For CCOc1cccc(C2CC(c3cccc(Br)c3)=NC(c3ccc(Cl)cc3Cl)N2)c1O (stereo not given) the results were GPR151 ag -0.8, FBW7 activator 0.3, MITF inh 6 and TEAD-YAP inh -13.
CCOC(=O)c1ccc(OCC2c3cc(OC)c(OC)cc3CCN2C(=O)/C=C/c2ccccc2)cc1 (stereo not given) was read as GPR151 ag 0.2, FBW7 activator 0.2, MITF inh 12 and TEAD-YAP inh -4.
For COc1ccc(CN2CCN(C(=O)c3ccco3)CC2)cc1OCc1ccccc1 the results were GPR151 ag -0.4, FBW7 activator -0.2, MITF inh 41 and TEAD-YAP inh -2.
Cc1c(C(=O)Nc2nnc(CCc3ccccc3)s2)cccc1[N+](=O)[O-] was read as GPR151 ag 0.2, FBW7 activator -0.2, MITF inh 0 and TEAD-YAP inh -3.
Screening CCOc1cc(C2Nc3ccccc3NC3=C2C(=O)CC(c2ccc(OC)cc2)C3)cc(Br)c1O (stereo not given) returned GPR151 ag -0.2, FBW7 activator 1.7, MITF inh 10 and TEAD-YAP inh -5.
`O=C(O)CCC(=O)N1N=C(c2ccccc2)CC1c1ccc(F)cc1` (stereo not given) gave GPR151 ag -2.3, FBW7 activator 0.0, MITF inh 6 and TEAD-YAP inh -20.
For O=C1NC(=O)N(c2ccc([N+](=O)[O-])cc2)C(=O)/C1=C/c1ccc(O)cc1 the results were GPR151 ag -3.0, FBW7 activator 0.6, MITF inh 18 and TEAD-YAP inh 15.
Screening O=C(NNC(=S)NCc1ccc(Cl)cc1)c1ccccn1 returned GPR151 ag 4.3, FBW7 activator -0.8, MITF inh 112* and TEAD-YAP inh 1.
CCOC(=O)c1c(NC(=O)c2ccc(S(=O)(=O)N3CCCc4ccccc43)cc2)sc2c1CCN(CC)C2 was read as GPR151 ag -1.7, FBW7 activator 0.0, MITF inh 0 and TEAD-YAP inh -2.
Cc1cccc(N(C(=O)c2csnn2)C(C(=O)NC2CCCCC2)c2ccncc2)c1 (stereo not given) was read as GPR151 ag 0.4, FBW7 activator -0.1, MITF inh -10 and TEAD-YAP inh -4.
O=C(NCCC1=CCCCC1)c1cc(S(=O)(=O)N2CCCC2)ccc1F was read as GPR151 ag -0.9, FBW7 activator 0.1, MITF inh 11 and TEAD-YAP inh -9.
COC(=O)c1cnc(N2CCC(Cc3ccccc3)CC2)c2ccccc12 was read as GPR151 ag 0.4, FBW7 activator 0.8, MITF inh 21 and TEAD-YAP inh 8.
For Cc1ccc(C2=NN(S(=O)(=O)c3ccc(C)cc3)C(c3ccc(Br)cc3)C2)cc1 (stereo not given) the results were GPR151 ag 0.7, FBW7 activator 0.1, MITF inh 11 and TEAD-YAP inh 5.
`Cc1ccc(C(=O)NC(=S)Nc2ccccc2C(N)=O)cc1C` gave GPR151 ag -0.4, FBW7 activator 0.0, MITF inh 8 and TEAD-YAP inh -39.
For Cc1nc(CC(=O)NNC(=S)NC2CC3CCC2C3)cs1 (stereo not given) the results were GPR151 ag 0.4, FBW7 activator -0.1, MITF inh -6 and TEAD-YAP inh -1.
O=C(CN1CCC(O)(c2ccccn2)CC1)Nc1ccc(N2CCCC2)cc1 was read as GPR151 ag -0.4, FBW7 activator 0.1, MITF inh 6 and TEAD-YAP inh 0.
COc1ccc(OC)c(/C=N/NC(=O)C(=O)N/N=C/c2cc(OC)ccc2OC)c1 was read as GPR151 ag 0.0, FBW7 activator 0.3, MITF inh -11 and TEAD-YAP inh 3.
COC(=O)C1=C(C)N(Cc2ccco2)C(=O)N[C@H]1c1ccc(Br)cc1 was read as GPR151 ag 1.0&3.7, FBW7 activator 0.3&0.4 and MITF inh -1&3.
Screening O=C(Nc1ccc2c(c1)OCO2)c1nn2c(C(F)(F)F)cc(-c3cc(Br)cs3)nc2c1Br returned GPR151 ag -1.0, FBW7 activator -0.2, MITF inh 3 and TEAD-YAP inh 10.
For COc1ccc(/C=C(\C#N)C(=O)OCC(=O)Nc2ccc3c(c2)OCCO3)cc1 the results were GPR151 ag -0.7, FBW7 activator -0.1, MITF inh -6 and TEAD-YAP inh -4.
`CN(C)c1ccc(CN2CCC3(CCC(CNC(=O)C4CCOCC4)O3)CC2)cc1` (stereo not given) gave GPR151 ag 1.8, FBW7 activator -0.2, MITF inh -9 and TEAD-YAP inh 4.
For O=C(NCc1noc2ccccc12)Nc1ccc(F)cc1 the results were GPR151 ag -1.2, FBW7 activator 0.0, MITF inh -11 and TEAD-YAP inh -9.
For CCOc1ccc(C(=O)NC2CCSC2=O)cc1 (stereo not given) the results were GPR151 ag 0.6, FBW7 activator -0.2, MITF inh -4 and TEAD-YAP inh -27.
Cc1nc(C(C)N(C)C(=O)CCCn2nnnc2CN2CCC(C)CC2)c(C)s1 (stereo not given) was read as GPR151 ag -1.9, FBW7 activator -0.1, MITF inh -10 and TEAD-YAP inh 8.
For CCOC(=O)/C=C1/C=C2C(=C(C)C=C(C)C23CC(C)(C)N/C3=C\C(=O)OCC)CC(C)(C)N1 (stereo not given) the results were GPR151 ag 0.1, FBW7 activator -0.2, MITF inh 0 and TEAD-YAP inh 11.
COCCN(C(=S)Nc1ccccc1Cl)C(C)c1cccnc1 (stereo not given) was read as GPR151 ag -0.9, FBW7 activator 0.0, MITF inh 3 and TEAD-YAP inh -5.
`COc1ccc(C2=NC(C(C)C)NC(c3cc(Br)cc(Br)c3O)C2)cc1` (stereo not given) gave GPR151 ag 2.7, FBW7 activator 0.0, MITF inh -1 and TEAD-YAP inh 2.
Screening COc1ccc(C(=O)Nn2c(C3CC3)nc3cc(OC)c(OC)cc3c2=O)c(OC)c1 returned GPR151 ag 5.9*, FBW7 activator -0.1, MITF inh 2 and TEAD-YAP inh 1.
Screening COc1cc(C2Nc3ccccc3C(c3ccccc3)(c3ccccc3)O2)ccc1O (stereo not given) returned GPR151 ag 0.1, FBW7 activator 0.0, MITF inh 4 and TEAD-YAP inh 6.
`O=C(CSc1nnc(COc2ccccc2)n1Cc1ccccc1)c1ccc(Br)cc1` gave GPR151 ag -1.4, FBW7 activator 0.0, MITF inh -6 and TEAD-YAP inh -13.
COc1cc(C2C=C(c3ccc(Cl)cc3)Nc3ncnn32)cc(OC)c1OC (stereo not given) was read as GPR151 ag -1.0, FBW7 activator 0.0, MITF inh 12 and TEAD-YAP inh 64*.
For Cc1nn(C)c(C)c1-c1nc2ncnc(NCCO)c2[nH]1 the results were GPR151 ag 7.4*, FBW7 activator -0.2, MITF inh 4 and TEAD-YAP inh -6.
Screening COc1ccc(NC(=O)CN(c2cccc(C(F)(F)F)c2)S(C)(=O)=O)cc1OC returned GPR151 ag -0.7, FBW7 activator 0.2, MITF inh -4 and TEAD-YAP inh 3.
